Screening data from PubChem.
SMARCA2 act: activators of SMARCA2 function; MG213 cells, MMTV-luciferase reporter, dexamethasone, overnight; activation, % at 9.1 µM; 370,000 compounds, 1% hits; in the data active = activation above about 7.8%;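 also: 0% = vehicle wells and 100% = reference activator wells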
hcDAF-12 act: H. contortus DAF-12 activation, primary screen; 370,000 compounds, 1.4% hits; HEK293 hcDAF-12 lit1-tk-luc reporter, luminescence; 0% DMSO, 100% Δ7-dafachronic acid; activation, % at 6.8 µM;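 active = activation above the mean of all tested compounds plus 3 SD, cut at about 5.5% in these data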;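 also: 100% = response to 3 µM Δ7-dafachronic acid high control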
Rev-erbA mod: Rev-erb alpha (human) modulation | P20393 | Rev-erbα–FITC-DNA binding, fluorescence polarization, 90 min | activity, % at 10 µM | 370,000 compounds, 0.79% hits;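 active = activity above about 14%, limit read from the data; passing the limit was not always enough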;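 also: 0% = DMSO wells with 35 nM protein and 100% = DMSO wells with 750 nM protein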
sPLA2-III inh: Inhibits HGIII-sPLA2 liposome hydrolysis, primary screen. Q9NZ20. QFRET BODIPY PC-A2 liposome hydrolysis, fluorescence. inhibition, % at 12.2 µM. 370,000 compounds, 0.56% hits. AID 743126;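 active = inhibition above mean plus 3 SD of compounds lying within the high and low control bounds, cut at about 19% in these data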;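 also: 0% = median of test compound wells and 100% = no enzyme DMSO wells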
PLC-beta3 inh: inhibitors of human phospholipase C beta3; Q01970; Purified PLC-beta3, fluorogenic substrate, fluorescence; inhibition, % at 12.2 µM; 370,000 compounds, 0.18% hits; in the data active = inhibition above about 11%;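 also: 0% = median of compound wells on plate and 100% = full blocker control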
Target sequence (Q01970 whole entry, looked up): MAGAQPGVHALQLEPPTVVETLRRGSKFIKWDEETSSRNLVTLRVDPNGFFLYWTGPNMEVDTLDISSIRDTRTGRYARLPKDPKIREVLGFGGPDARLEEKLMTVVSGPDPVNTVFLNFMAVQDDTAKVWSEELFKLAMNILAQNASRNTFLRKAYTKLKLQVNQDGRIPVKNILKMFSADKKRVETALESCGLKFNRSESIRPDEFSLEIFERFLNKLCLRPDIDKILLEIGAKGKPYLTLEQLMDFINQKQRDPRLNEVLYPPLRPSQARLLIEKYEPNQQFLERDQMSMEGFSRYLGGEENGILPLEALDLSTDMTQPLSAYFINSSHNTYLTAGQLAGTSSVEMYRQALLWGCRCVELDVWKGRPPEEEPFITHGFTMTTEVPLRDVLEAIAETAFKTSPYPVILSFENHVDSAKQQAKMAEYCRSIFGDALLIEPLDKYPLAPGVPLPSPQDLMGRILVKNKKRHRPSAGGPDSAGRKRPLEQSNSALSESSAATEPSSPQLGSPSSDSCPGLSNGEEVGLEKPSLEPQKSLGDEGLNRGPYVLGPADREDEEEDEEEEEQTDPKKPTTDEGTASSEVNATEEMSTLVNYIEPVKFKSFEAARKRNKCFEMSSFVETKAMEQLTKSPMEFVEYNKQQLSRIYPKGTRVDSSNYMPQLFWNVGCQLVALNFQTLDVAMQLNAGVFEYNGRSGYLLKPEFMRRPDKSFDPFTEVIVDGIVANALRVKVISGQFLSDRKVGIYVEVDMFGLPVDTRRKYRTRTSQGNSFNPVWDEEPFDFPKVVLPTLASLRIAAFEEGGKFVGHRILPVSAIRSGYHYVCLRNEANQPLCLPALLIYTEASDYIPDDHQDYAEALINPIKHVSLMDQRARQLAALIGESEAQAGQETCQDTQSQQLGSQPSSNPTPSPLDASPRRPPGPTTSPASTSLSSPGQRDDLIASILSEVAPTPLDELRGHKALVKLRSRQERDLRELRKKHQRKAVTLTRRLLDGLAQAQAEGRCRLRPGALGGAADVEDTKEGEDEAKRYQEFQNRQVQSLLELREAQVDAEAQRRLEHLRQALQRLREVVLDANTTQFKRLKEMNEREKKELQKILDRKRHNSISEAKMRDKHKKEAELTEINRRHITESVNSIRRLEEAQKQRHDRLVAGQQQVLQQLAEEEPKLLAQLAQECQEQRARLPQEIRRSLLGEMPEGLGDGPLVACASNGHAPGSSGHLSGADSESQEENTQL
PG9 Ab binder: binds the HIV-1 gp120 antibody PG9. TR-FRET gp120-PG9 antibody binding. inhibition, % at 6.7 µM. 360,000 compounds, 0.43% hits. AID 624416; in the data active = inhibition above about 8.5%
DAX1 inh-1: DAX1 (NR0B1) inhibition, primary screen; HEK293T StAR-luciferase reporter, SF-1/DAX-1 repression relief; inhibition, % at 6.8 µM; 370,000 compounds, 1.1% hits; AID 652010;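 active = inhibition above the mean over all tested compounds plus 3 SD, cut at about 3.6% in these data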;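 also: 0% = DAX-1 cells with DMSO and 100% = cells lacking DAX-1 with DMSO; higher inhibition means more luminescence from relief of DAX-1 repression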
ssDAF12 agonist: activates DAF-12 receptor from parasite S. stercoralis | activation, % at 6.8 µM | 370,000 compounds, 1% hits | HEK293 ssDAF-12/GRIP1 lit1-tk-luc reporter, luminescence; % of 3 µM dafachronic acid response;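 active = activation above the mean over all tested compounds plus 3 SD, cut at about 0.9% in these data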;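 also: 0% = DMSO-only wells and 100% = 3 µM delta7-dafachronic acid wells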
FXN GAA850 act: increases GAA850 frataxin promoter reporter activity; HEK293 lucGAA850 FXN promoter luciferase reporter, 24 h; percent of 10 µM SAHA response; activation, % at 6 µM; 360,000 compounds, 0.56% hits; AID 540364;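 active = activation above the average of all compounds screened plus 3 SD, cutoff fixed separately per campaign, cut at about 7.5% in these data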;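 also: 0% = DMSO wells and 100% = 10 µM SAHA wells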
hgDAF-12 ag: activates the H. glycines DAF-12 receptor ligand-binding domain | HEK293 GAL4-hgDAF12 UAS-luciferase reporter, agonist luminescence; normalized to butyrate control | activation, % at 6.8 µM | AID 687014 | 370,000 compounds, 1.8% hits;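 active = activation above a cutoff set at the mean of all screened compounds plus 3 SD, cut at about 10% in these data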;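 also: 0% = DMSO wells and 100% = sodium butyrate wells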
DAX1 inh-2: inhibitors of human orphan nuclear receptor DAX1 (NR0B1); HEK293 Gal4-DAX1 luciferase reporter, luminescence; inhibition, % at 6.75 µM; P51843; AID 504766; 340,000 compounds, 0.99% hits;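 active = inhibition above the mean over all tested compounds plus 3 SD, cut at about 4.2% in these data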;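 also: 0% = DAX1-transfected cells with DMSO and 100% = empty-vector control cells with DMSO; inhibition shows as a rise in luminescence from relieved DAX1 repression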
Numbers without * were called inactive; . = not tested or not shown.

structure | SMARCA2 act | hcDAF-12 act | Rev-erbA mod | sPLA2-III inh | PLC-beta3 inh | PG9 Ab binder | DAX1 inh-1 | ssDAF12 agonist | FXN GAA850 act | hgDAF-12 ag | DAX1 inh-2
CC(C)CC(=O)Nc1cccc2c1C(=O)N(c1ccccc1)C2=O | -1.0 | 1.8 | 3.7 | -2.1 | -2.6 | 0.2 | -0.4 | -1.8 | -0.5 | 1.6 | 1.2
COc1ccc([C@@H]2[C@H]3CN(C(C)=O)CC=C3C(C#N)=C(N)C2(C#N)C#N)c2ccccc12 | -0.6 | -2.3 | -4.1 | -6.8 | -55.9 | 1.1 | -0.8 | -0.6 | -0.8 | 1.6 | 1.6
CC(=O)CC(C)(C)Nc1nc2cc([N+](=O)[O-])ccc2o1 | -5.2 | 0.7 | -10.7 | 9.7 | -8.0 | -1.3 | 0.0 | -0.9 | 0.2 | 1.1 | 1.0
Cn1c(Cn2cnc3ccccc32)nnc1SCc1ccccc1 | -5.0 | -0.2 | 5.2 | -7.3 | -0.6 | 0.4 | -1.0 | -1.1 | -1.0 | -2.1 | -0.1
COC(=O)c1c(C)[nH]c(C(=O)CN(C)CC(=O)Nc2cccc(F)c2)c1C | 1.5 | 1.7 | 6.4 | -11.7 | -10.4 | -1.5 | 1.0 | 0.0 | 1.8 | 5.2 | 0.3
CCOc1ccc(C(=O)NN2C(=S)NC(C)(C)C=C2C)cc1 | -4.6 | -0.5 | 1.6 | 12.6 | -5.1 | 0.5 | 0.1 | -1.6 | 4.2 | 0.3 | -0.3
Cc1ccccc1CNC(=O)c1ccccc1C | 1.4 | 1.0 | -4.8 | 2.5 | 1.4 | -0.1 | 1.0 | -1.2 | 1.9 | -0.6 | -0.2
O=C(N[C@H]1CC[C@H](CCNC(=O)C2CC2)O[C@@H]1CO)c1ccccn1 | -3.9 | -0.3 | 8.3 | 11.7 | 0.0 | -0.3 | -0.1 | -0.6 | . | 0.5 | .

Arranged by molecular weight (smallest number first): some entries from above
structure | SMARCA2 act | hcDAF-12 act | Rev-erbA mod | sPLA2-III inh | PLC-beta3 inh | PG9 Ab binder | DAX1 inh-1 | ssDAF12 agonist | FXN GAA850 act | hgDAF-12 ag | DAX1 inh-2
Cc1ccccc1CNC(=O)c1ccccc1C | 1.4 | 1.0 | -4.8 | 2.5 | 1.4 | -0.1 | 1.0 | -1.2 | 1.9 | -0.6 | -0.2
CC(=O)CC(C)(C)Nc1nc2cc([N+](=O)[O-])ccc2o1 | -5.2 | 0.7 | -10.7 | 9.7 | -8.0 | -1.3 | 0.0 | -0.9 | 0.2 | 1.1 | 1.0
COC(=O)c1c(C)[nH]c(C(=O)CN(C)CC(=O)Nc2cccc(F)c2)c1C | 1.5 | 1.7 | 6.4 | -11.7 | -10.4 | -1.5 | 1.0 | 0.0 | 1.8 | 5.2 | 0.3

Remaining list, next part:
structure | SMARCA2 act | hcDAF-12 act | Rev-erbA mod | sPLA2-III inh | PLC-beta3 inh | PG9 Ab binder | DAX1 inh-1 | ssDAF12 agonist | FXN GAA850 act | hgDAF-12 ag | DAX1 inh-2
Cc1nn(CC(=O)NCCc2ccccc2)c(=O)c2cccn12 | -0.2 | 3.0 | -7.4 | 1.1 | -9.1 | 1.0 | -0.1 | -1.4 | -0.6 | 1.8 | -0.1
O=C(O)CSCc1nc2ccccc2s1 | 0.4 | 5.6* | 0.9 | 1.6 | -4.9 | 3.3 | 0.1 | 0.3 | 2.1 | 8.6 | 0.4
Cc1ccc(-n2nc3c(=O)n(CCCC(=O)NCc4ccc(C)o4)nc(C)c3c2C)cc1 | 1.4 | -2.3 | 3.5 | -5.8 | -0.9 | 1.3 | -0.2 | -1.8 | -2.2 | -1.0 | 0.6
CC(C)(C)c1ccc(C(=O)NCC(=O)OCC(=O)c2ccc3c(c2)-c2ccccc2C3)cc1 | -3.2 | 0.3 | 25.9* | -2.2 | -9.3 | -1.6 | 0.1 | -1.0 | 1.3 | 2.7 | 0.0
Cc1nnc(Sc2c(N)n(C)c(=O)n(C)c2=O)s1 | -1.0 | 1.2 | -0.8 | 2.5 | 1.2 | 2.1 | 0.7 | -0.7 | 0.4 | -0.7 | 3.2
CC(=O)C(C(c1ccccc1)N1CCOCC1)N1CCOCC1 (configuration not stated) | -0.1 | 0.2 | -4.5 | 3.6 | -3.4 | -0.4 | 0.3 | -1.3 | 1.6 | -3.2 | 0.3
CCN(Cc1ccncc1)Cc1cn[nH]c1-c1ccc(OC)cc1F | -0.1 | 0.8 | 8.4 | -3.3 | -3.7 | -0.3 | 0.1 | -1.0 | -0.4 | -0.5 | 0.2
CCCOC(=O)c1ccc(OCC(O)CN2CCN(C(=O)c3ccccc3)CC2)cc1 (configuration not stated) | -0.9 | -0.6 | 3.6 | -14.8 | 3.7 | 1.2 | -0.8 | -0.8 | -1.2 | -1.9 | -0.7

Structural class, the entries above containing fluorine
structure | SMARCA2 act | hcDAF-12 act | Rev-erbA mod | sPLA2-III inh | PLC-beta3 inh | PG9 Ab binder | DAX1 inh-1 | ssDAF12 agonist | FXN GAA850 act | hgDAF-12 ag | DAX1 inh-2
COC(=O)c1c(C)[nH]c(C(=O)CN(C)CC(=O)Nc2cccc(F)c2)c1C | 1.5 | 1.7 | 6.4 | -11.7 | -10.4 | -1.5 | 1.0 | 0.0 | 1.8 | 5.2 | 0.3
CCN(Cc1ccncc1)Cc1cn[nH]c1-c1ccc(OC)cc1F | -0.1 | 0.8 | 8.4 | -3.3 | -3.7 | -0.3 | 0.1 | -1.0 | -0.4 | -0.5 | 0.2

New compounds follow.
structure | SMARCA2 act | hcDAF-12 act | Rev-erbA mod | sPLA2-III inh | PLC-beta3 inh | PG9 Ab binder | DAX1 inh-1 | ssDAF12 agonist | FXN GAA850 act | hgDAF-12 ag | DAX1 inh-2
C/C(CC(=O)NC12CC3CC(CC(C3)C1)C2)=N\NC(=O)c1ccc(F)cc1 | 2.4 | 1.0 | -0.5 | -10.6 | -7.7 | -1.2 | 0.3 | -1.2 | 2.0 | 2.7 | -0.7
CCN(C(=O)CN1C(=O)/C(=C/c2ccccc2F)SC1=S)C1CCS(=O)(=O)C1 (configuration not stated) | -1.8 | -1.9 | -6.2 | 1.9 | -7.2 | -1.7 | -0.3 | -0.4 | -1.6 | 2.4 | -0.1
CCOc1ccc(CNc2ncnc(N)n2)cc1 | 1.6 | 1.3 | 0.4 | -1.6 | 2.4 | -1.1 | -0.4 | -1.1 | 4.5 | 3.1 | -0.7
O=C(NC1CCCc2ccccc21)C1CCC(CNc2c(N3CCOCC3)c(=O)c2=O)CC1 (configuration not stated) | -2.0 | 3.1 | -4.9 | -1.0 | -0.6 | 0.5 | 0.5 | -0.7 | 2.1 | -0.7 | -0.3
CCN1CCCC1CNC(=O)c1cc(S(N)(=O)=O)ccc1OC (configuration not stated) | -3.7 | -0.5 | 2.3 | 6.5 | -0.9 | -1.9 | 0.3 | -1.4 | 0.6 | -4.4 | -0.3
O=c1c2ccccc2sn1-c1ccc(S(=O)(=O)N2CCCCC2)cc1 | -1.4 | 0.3 | 2.8 | 4.8 | -2.9 | 2.3 | 0.3 | 1.1* | -0.6 | 2.0 | -0.7
O=C(CNC(=O)C1COc2ccccc2O1)N/N=C/c1ccc(O)cc1O (configuration not stated) | -2.5 | -1.0 | -0.1 | -18.6 | -6.2 | -3.5 | -0.8 | -1.1 | -0.9 | -4.2 | 0.6
CC(=O)N1CCN(c2ccc(Nc3nc(C)nc4c3oc3ccccc34)cc2)CC1 | -3.2 | -1.9 | -0.8 | 6.8 | -118.5 | -6.5 | -1.6 | -0.8 | -1.3 | -1.3 | 0.0
COc1ccccc1CN1CCc2c([nH]c3ccccc23)C1 | 1.5 | 3.3 | -2.9 | -0.9 | -52.0 | -1.2 | -0.1 | -0.8 | 0.1 | -0.8 | 1.5
COc1cccc(Nc2nnc(SCC(=O)Nc3sccc3C(N)=O)s2)c1 | -3.3 | -3.2 | -6.0 | -21.4 | -31.4 | -3.0 | -1.3 | -1.9 | 0.9 | -3.6 | -2.4
